High-throughput results (PubChem BioAssay)
mIDH1 inhibitor = blocks human mutant IDH1 R132H enzyme. O75874. Potency, µM (series often up to 76.6 µM), inactives show top-dose activity change, negative = inhibition, most hits filed as inhibitors. 0.093% of 390,000 active. IDH1-R132H enzyme, NADPH consumption, diaphorase/resazurin fluorescence. AID 602179; further: potency means the concentration at half of the fitted maximal effect; on the % scale 0 is the no-effect control and ±100 the full control effect; nearly all actives have a fitted effect of over 65% in size
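IDH1-R132H (0.5 ug/mL dispensed) in pH 7.5 Tris buffer was preincubated 30 min with compound, then given a substrate mix of 0.016 mM NADPH and 2 mM alpha-KG for 80 min at room temperature; remaining NADPH was read by diaphorase/resazurin fluorescence.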
PI4K2A block = PI4K2A (human) kinase inhibition | purified PI4K2A, ADP-Glo luminescence, 1 h; hits give low values | 0.13% of 420,000 active | activity change, negative = inhibition, % at 76.9 µM; in the data active means activity change below about -50%; inconclusive means mostly about -30% to -49%;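 further: -100% = wells without enzyme as full effect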
Target sequence (Q9BTU6 whole entry, looked up): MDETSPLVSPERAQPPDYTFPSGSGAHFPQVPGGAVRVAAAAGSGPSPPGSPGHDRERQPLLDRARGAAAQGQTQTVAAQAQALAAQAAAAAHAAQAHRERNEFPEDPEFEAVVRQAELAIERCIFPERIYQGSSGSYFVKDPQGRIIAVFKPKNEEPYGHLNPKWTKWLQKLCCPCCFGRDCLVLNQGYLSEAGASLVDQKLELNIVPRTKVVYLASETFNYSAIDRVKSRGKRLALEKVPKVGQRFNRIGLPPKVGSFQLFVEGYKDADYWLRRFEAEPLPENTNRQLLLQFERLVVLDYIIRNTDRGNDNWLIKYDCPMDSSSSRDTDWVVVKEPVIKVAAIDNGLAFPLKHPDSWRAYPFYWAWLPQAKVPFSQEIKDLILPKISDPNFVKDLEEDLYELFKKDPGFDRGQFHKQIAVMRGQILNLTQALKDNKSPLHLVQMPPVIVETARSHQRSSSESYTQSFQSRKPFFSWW
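ADP-Glo luminescence measured ADP generated by PI4K2A enzyme (4 ug/mL before mixing) with 1.2 mM PI substrate (pre-mix) and 300 microM ATP (pre-mix). Tris pH7.5 buffer with MgCl2, Triton X-100; 1 h reaction at ambient temperature.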
USP1 inh = USP1/UAF1 (human) deubiquitinase inhibition | O94782 | 0.23% of 390,000 active | Potency, µM (titrated, usually from 57.1 µM), for inactives: top-dose activity change, negative = inhibition, most hits filed as inhibitors | recombinant USP1/UAF1, Ub-Rhodamine cleavage fluorescence; further: potency means the concentration at half of the fitted maximal effect; on the % scale 0 is the no-effect control and ±100 the full control effect; nearly all actives have a fitted effect of over 60% in size; inactives centre near -12
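Step one: compound is pinned into 1nM USP1/UAF1 in HEPES pH 7.8 buffer with TCEP. Step two: 15 min room-temperature incubation. Step three: Ub-Rho (150nM final) starts cleavage, tracked by fluorescence over six one-minute reads.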
D2 ag = D2 dopamine receptor (human) agonism. AID 485358. 0.53% of 340,000 active. HEK293 T-REx D2 cells, calcium flux agonist mode. activation, % at 2 µM. P14416;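 active means activation over 3 SD above normal in the single-dose calcium agonist read, cut at about 30% in these data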; further: 0% is about no effect
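Agonism is scored from calcium flux in a force-coupled, inducible HEK293 cell line expressing D2, read kinetically for 180 s after compound addition against dopamine controls.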
TRHR ag = TRH receptor (human) agonism; P34981; TRHR cells, calcium flux fluo-8, FDSS agonist mode; activation, % at 2 µM; 0.18% of 360,000 active; AID 493084; in the data active means activation above about 30%; further: 0% is about no effect
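Fluo-8-loaded TRHR cells; 10 s baseline, compound added, kinetic Ca2+ fluorescence read 1/s, agonist mode.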
TrxR1 inh = inhibitors of rat thioredoxin reductase 1; O89049; recombinant rTrxR1, NADPH fluorescence consumption, selenite substrate; Potency, µM (highest dose often 114 µM), inactives show at the highest dose activity change, negative = inhibition, most hits filed as inhibitors; 1% of 390,000 active; AID 588453; further: potency means the concentration at half of the fitted maximal effect; on the % scale 0 is the no-effect control and ±100 the full control effect; nearly all actives have a fitted effect of over 65% in size
Target sequence (O89049 whole entry, looked up): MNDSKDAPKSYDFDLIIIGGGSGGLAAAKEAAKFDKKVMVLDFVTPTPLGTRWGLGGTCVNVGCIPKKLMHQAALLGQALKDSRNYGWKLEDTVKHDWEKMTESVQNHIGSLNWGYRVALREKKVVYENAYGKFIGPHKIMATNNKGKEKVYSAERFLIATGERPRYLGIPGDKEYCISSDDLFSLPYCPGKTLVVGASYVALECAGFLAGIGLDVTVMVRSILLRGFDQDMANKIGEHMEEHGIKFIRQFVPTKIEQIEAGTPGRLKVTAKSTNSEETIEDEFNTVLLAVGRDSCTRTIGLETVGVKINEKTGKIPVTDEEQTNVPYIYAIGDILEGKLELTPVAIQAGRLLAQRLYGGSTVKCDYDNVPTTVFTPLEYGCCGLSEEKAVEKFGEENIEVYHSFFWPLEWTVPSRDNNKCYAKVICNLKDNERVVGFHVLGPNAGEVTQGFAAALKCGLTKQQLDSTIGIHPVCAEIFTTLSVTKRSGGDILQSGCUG
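Rat TrxR1 (90 nM in the dispensed reagent) was pre-reduced with 400 uM NADPH for 5 min at room temperature, then incubated with compound for 15 min. After 400 uM selenite was added, NADPH fluorescence (Ex 340/Em 450 nm) was followed for 8 min.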
TrxR1 substrate = rat thioredoxin reductase 1 substrate activity; O89049; Potency, µM (highest dose often 114 µM), for inactives: at the highest dose activity change, negative = substrate turnover; AID 588456; 0.01% of 390,000 active; purified TrxR1 substrate turnover, NADPH consumption readout; further: potency means the concentration at half of the fitted maximal effect; on the % scale 0 is the no-effect control and ±100 the full control effect; nearly all actives have a fitted effect of over 50% in size
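Rat TrxR1, dispensed at 90 nM, was prereduced with 400 uM NADPH (final) for 5 min at ~22 deg C, then incubated with compound 15 min before 400 uM selenite. A first-read NADPH fluorescence drop versus no-compound background flagged substrates.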
D2 antag = antagonists of human D2 dopamine receptor. 2% of 340,000 active. inhibition, % at 10 µM. AID 485344. HEK293 TREx D2 cells, calcium flux, dopamine EC80; in the data active means inhibition above about 30%; further: 0% is about no effect
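Calcium flux kinetic readout in an inducible HEK293 TREx D2 line plated overnight at 30 C. After 180 s compound exposure, an EC80 dopamine challenge follows with another 180 s kinetic read to detect antagonism.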
TRHR PAM = allosterically enhances the human TRH receptor; P34981; TRHR cells, fluo-8 calcium fluorescence, EC20 TRH enhancement; enhancement, % at 2 µM; 0.66% of 360,000 active; in the data active means enhancement above about 30%; further: 0% is about no effect
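TRHR-expressing cells loaded with fluo-8 calcium dye were read kinetically (ex 480/em 530) during compound addition, then stimulated with an EC20 of TRH (10 nM final). Enhancement of the Gq-mediated intracellular calcium response was scored.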
* hit, by the source's call; ? = inconclusive; / = not tested or not shown; & = joins results of further samples; [ ] = another dose, or the depositor's remark. Unless noted, the call rests on the fitted dose curve; in most records, active means well fitted inhibition curve with a large enough effect; inconclusive means small, poorly fitted or top-dose-only effect; inactive means no such curve, though single readings can be large or run the other way.

#	compound	mIDH1 inhibitor	PI4K2A block	USP1 inh	D2 ag	TRHR ag	TrxR1 inh	TrxR1 substrate	D2 antag	TRHR PAM
1	O=C(Nc1ccncc1)c1cccc(S(=O)(=O)N2CCc3ccccc32)c1	-3%	-4	-24%	0.3	0.1	1%	-10%	10	1
2	C/C(=N\NC(=O)c1ccncc1)c1ccc(N(C)C)cc1	1%	-1	-24%	0.0	-0.4	15%[57.1 µM]	4%[57.1 µM]	1	-15
3	COc1ccccc1NC(=O)Cc1nnc(SCC(=O)NC2CCCCC2C)n1C (centres undefined)	4%	-2	3%	0.8	0.5	10%	2%	-14	-1
4	Cc1cc(C)c2nc(NC(=O)c3ccc4c(=O)n5c(nc4c3)CCCCC5)sc2c1	10%	0	-19%	/	0.1	16%	-2%	/	-7
5	Cc1ccc(C(C(=O)NC2CCCCC2)N2CCN(C(=O)c3ccco3)CC2)cc1 (centres undefined)	0%	-2	-4%	-0.3	-0.5	-18%	-4%	4	1
6	CC(=O)c1cccc(NC(=O)COc2cc(C)on2)c1	-5%	0	-20%	0.1	-0.2	21%	-2%	-9	4
7	COc1ccc(S(=O)(=O)N2CC(=O)Nc3ccccc32)cc1	2%	-2	-2%	0.2	1.7	6%	-3%	1	0
8	Nc1nc(Br)c2ccccc2c1-c1ccc(F)cc1	2%	-1	-13%	/	/	-1%	17%	/	/
9	O=C(Cc1csc(-c2ccc(Cl)cc2)n1)Nc1cccc(S(=O)(=O)NC2=NCCC2)c1	4%	-4	-25%	0.3	-0.2	26%	3%	-21	0
10	CCOC(=O)N1CCN(C(=O)CCN2C(=O)c3ccccc3S2(=O)=O)CC1	-3%	7	-4%	-1.0	0.4	5%[57.1 µM]	1%[57.1 µM]	-2	4
11	CCOC(=O)C1=C(NC(=S)NC(=O)c2ccccc2)c2ccccc2CC1(C)C	-4%	2	-8%	2.6	5.7	-24%	-6%	9	4
12	COCCCNC(=O)Cn1nc(-c2cccc(OC)c2)ccc1=O	-4%	-1	-6%	-2.5	-0.6	-26%	-16%	2	-2
13	Cc1cc(Cl)c(OCCCN2CCCCC2)c(Br)c1	4%	4	-15%	-0.4	0.0	9%[57.1 µM]	1%[57.1 µM]	-19	9
14	CN1/C(=C\C(=O)C[n+]2ccc3ccccc3c2)C(C)(C)c2ccccc21	-1%	-3	-19%	1.5	0.8	-8%[57.1 µM]	-7%[57.1 µM]	-13	-4
15	O=C(c1ccc(F)cc1)N1CCC(C(=O)N(Cc2ccccc2)c2ccccc2)CC1	-13%	3	-17%	-0.1	-0.2	16%	-5%	-13	-5
16	O=[N+]([O-])c1ccccc1-c1ccc(C(=S)N2CCN(c3ccccc3)CC2)o1	6%	-8	-4%	-0.2	0.2	-10%	-4%	-11	2
17	COC(=O)c1cccc(S(=O)(=O)N2CCN(c3nc4ccccc4s3)CC2)c1	0%	-1	-15%	0.0	0.2	-6%	0%	-8	-5
18	c1ccc(-c2n[nH]c(-c3ccccn3)n2)nc1	-4%&-4%	?	0%&-16%	1.3&0.4	1.0&0.6	7%&17%	6%&1%	1&15	-2&-6
19	CCOC(=O)c1cc(C#N)c(=S)[nH]c1C	-2%	4	-12%	-0.3	-0.1	7.9µM*	-7%	-6	1
20	CC(C)N1CCN(Cc2ccc(OC3CCCC3)cc2)CC1CCO (centres undefined)	-1%	-1	-19%	0.9	-0.1	27%	6%	-9	1
21	CCc1ccccc1N=C1S/C(=C/c2ccccc2OCC(=O)N2CCOCC2)C(=O)N1C	1%	-5	-10%	-0.7	0.1	-5%	-11%	0	9
22	COc1ccccc1Nc1nc(-c2ccccc2O)nc2ccccc12	0%	3	-27%	0.8	0.8	8%[57.1 µM]	0%[57.1 µM]	-3	0
23	O=C(NCc1nnc(SCc2ccc(F)cc2)n1-c1ccccc1)C12CC3CC(CC(C3)C1)C2	1%	10	1%	0.3	0.3	15%[57.1 µM]	10%[57.1 µM]	6	0
24	ON=C(CCc1ccccc1)c1ccccc1	8%	-2	-10%	/	/	5%[57.1 µM]	-10%	/	/
25	CC(=O)CSc1nc2c(c(=O)[nH]c(=O)n2C)n1Cc1cccc(Br)c1	0%	0	-2%	-0.5	-0.6	8%	-1%	6	-3
26	O=[N+]([O-])c1ccc([N+](=O)[O-])c(Nc2ccc(N3CCOCC3)cc2)c1	7%	0	-18%	0.8	0.4	-10%	-5%	10	1
27	Cc1ccc(S(=O)(=O)N2CCN(CC3CC4C=CC3C4)CC2)cc1 (centres undefined)	-1%	3	-14%	/	-0.1	14%	-5%	/	-5
28	O=S(=O)(/N=C(/NC(=S)Nc1ccccc1)c1ccccc1)c1ccc(Cl)cc1	-11%	-1	-14%	0.2	-0.5	?	1%	-3	1
29	COc1ccc(CC(=O)N(C)Cc2cccc(OC)c2OC)cc1S(=O)(=O)N1CCOCC1	0%	2	-6%	0.2	0.1	-16%	-8%	0	-5
30	CCn1cc(S(=O)(=O)c2ccc(C)cc2)c(=O)c2cc(F)c(N3CCN(C)CC3)cc21	-12%	4	-15%	0.1	0.3	29%	33%[activator]	-6	7

Compound profiles (already shown). Order of values: mIDH1 inhibitor, PI4K2A block, USP1 inh, D2 ag, TRHR ag, TrxR1 inh, TrxR1 substrate, D2 antag, TRHR PAM
`Cc1ccc(S(=O)(=O)N2CCN(CC3CC4C=CC3C4)CC2)cc1` (centres undefined) across the screens: -1%, 3, -14%, /, -0.1, 14%, -5%, /, -5
`COc1ccccc1Nc1nc(-c2ccccc2O)nc2ccccc12` across the screens: 0%, 3, -27%, 0.8, 0.8, 8%[57.1 µM], 0%[57.1 µM], -3, 0
`O=[N+]([O-])c1ccccc1-c1ccc(C(=S)N2CCN(c3ccccc3)CC2)o1` across the screens: 6%, -8, -4%, -0.2, 0.2, -10%, -4%, -11, 2
`COc1ccccc1NC(=O)Cc1nnc(SCC(=O)NC2CCCCC2C)n1C` (centres undefined) across the screens: 4%, -2, 3%, 0.8, 0.5, 10%, 2%, -14, -1
`COc1ccc(CC(=O)N(C)Cc2cccc(OC)c2OC)cc1S(=O)(=O)N1CCOCC1` across the screens: 0%, 2, -6%, 0.2, 0.1, -16%, -8%, 0, -5

(more compounds)
#	compound	mIDH1 inhibitor	PI4K2A block	USP1 inh	D2 ag	TRHR ag	TrxR1 inh	TrxR1 substrate	D2 antag	TRHR PAM
31	Cc1nnc(NC(=O)c2cccc(S(=O)(=O)N3CCc4ccccc43)c2)s1	0%	-1	-2%	-0.1	-0.6	-5%	-9%	-6	5
32	CCOC(=O)c1[nH]cc(-c2ccccc2)c1N1CCOCC1	9%	-2	-19%	-0.3	0.9	?	-10%	14	3
33	C[C@H](CO)N1C[C@H](C)[C@@H](CN(C)C(=O)Nc2ccccc2)Oc2c(NS(=O)(=O)c3cn(C)cn3)cccc2C1=O	10%	-2	9%	/	/	-8%[57.1 µM]	15%[57.1 µM]	/	/
34	Cc1cc(NC(=O)COC(=O)c2cc(S(=O)(=O)N(C)c3ccccc3)ccc2Cl)no1	1%	-1	-10%	-2.2	0.0	51%[activator]	9%	0	-3
35	Cc1cccc(C)c1OC(=O)c1ccccc1	-3%	5	-2%	/	/	14%	0%	/	/
36	CC1Cc2ccccc2N1C(=O)CSc1nnc(-c2cccc(Cl)c2)o1 (centres undefined)	/	1	-20%	-1.8	-1.0	26%	3%	/	5
37	CN(C)S(=O)(=O)c1ccc(C(=O)Nc2ccccn2)cc1	-2%	-1	5%	0.3	0.6	18%	7%	2	0
38	COc1ccc2ccc3c(c2c1)N=C[C@]1(O3)N(C)c2ccccc2C1(C)C	18%	-68*	?	0.8	0.2	13%	?	4	-21
39	CCOc1ccc(S(=O)(=O)Nc2cc3c(C(=O)OCc4ccccc4)c(C)oc3c3ccccc23)cc1	22%	-7	-20%	-2.2	-0.9	?	-10%	/	2
40	COc1ccc(CCNC(=O)c2ccccc2NC(=O)c2ccco2)cc1OC	7%	-4	-7%	-0.6	-0.7	2%	-4%	-2	3
41	Cc1cn(C)c(CC(=O)NCc2cccc(Cl)c2)c1C(=O)O	37%[activator]	0	-16%	0.5	0.2	9%[57.1 µM]	-2%[57.1 µM]	/	11
42	Cc1cc(C)n(CC(=O)N2CCCC(N3CCN(c4ccccc4C)CC3)C2)n1 (centres undefined)	8%	0	-1%	1.1	0.4	-16%	-11%	-17	0
43	CCOC(=O)c1c(NC(=O)CSc2nnc(-c3cccnc3)o2)sc2c1CCC2	-6%	-1	-7%	-1.3	-1.2	11%[57.1 µM]	10%[57.1 µM]	7	-4
44	CCOc1ccccc1C1C(C(=O)Nc2ccccc2)=C(C)Nc2c(C(=O)Nc3ccc(F)cc3)cnn21 (centres undefined)	-2%	2	-28%	0.1	-0.6	42%[activator]	8%	/	-8
45	O=c1c2c(-c3ccc([N+](=O)[O-])cc3)csc2nc2n1CCC2	2%	2	6%	-1.6	-0.3	-10%	-11%	-10	-3
46	O=C(OCC(=O)c1c[nH]c2ccccc12)c1cc(S(=O)(=O)N2CCOCC2)ccc1F	2%	1	-20%	/	0.4	13%	2%	/	5
47	CC(=O)c1cccc(OCc2cc(C(=O)N(C)C(C)c3ccccn3)no2)c1 (centres undefined)	-1%	-5	-3%	-1.5	-0.3	50µM*	4%	1	-6

An excerpt from above in order of their number in TRHR ag, high to low.
| item | Structure | mIDH1 inhibitor | PI4K2A block | USP1 inh | TRHR ag | TrxR1 inh | TrxR1 substrate | D2 antag | TRHR PAM |
| --- | --- | --- | --- | --- | --- | --- | --- | --- | --- |
| 37 | CN(C)S(=O)(=O)c1ccc(C(=O)Nc2ccccn2)cc1 | -2% | -1 | 5% | 0.6 | 18% | 7% | 2 | 0 |
| 41 | Cc1cn(C)c(CC(=O)NCc2cccc(Cl)c2)c1C(=O)O | 37%[activator] | 0 | -16% | 0.2 | 9%[57.1 µM] | -2%[57.1 µM] | / | 11 |
| 45 | O=c1c2c(-c3ccc([N+](=O)[O-])cc3)csc2nc2n1CCC2 | 2% | 2 | 6% | -0.3 | -10% | -11% | -10 | -3 |
